# CASP6 VEID inh = inhibitors of human caspase-6; P55212; purified caspase-6, Z-VEID-R110 cleavage fluorescence; inhibition, % at 12.5 µM; 0.53% of 350,000 active; AID 686996;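 active = mean inhibition across replicates at least about 35%, with every replicate also reaching that limit, limit read from the data; inconclusive = only one of the two criteria met; inactive = neither criterion met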;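 also: 0% = median of neutral control wells and 100% = no fluorescence left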
# Target sequence (P55212 24-179 limits assumed): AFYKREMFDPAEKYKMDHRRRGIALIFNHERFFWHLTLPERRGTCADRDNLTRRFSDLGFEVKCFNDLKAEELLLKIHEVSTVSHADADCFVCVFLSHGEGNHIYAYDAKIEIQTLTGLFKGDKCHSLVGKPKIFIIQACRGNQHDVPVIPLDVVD
# Target sequence (P55212 194-293 limits assumed): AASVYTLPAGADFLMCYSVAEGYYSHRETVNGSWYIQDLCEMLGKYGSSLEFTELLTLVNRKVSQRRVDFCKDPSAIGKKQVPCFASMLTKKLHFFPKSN
# esBAF inh = blocks esBAF chromatin remodeling in mouse ES cells; Bmi1-luciferase knock-in reporter, 24 h; 100% = twice the neutral-well signal; reporter increase, % at 12.5 µM; 2% of 350,000 active; in the data active = activation above about 40%; inconclusive = no clear call, values can overlap the other calls;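 also: 0% = median of the plate's neutral control wells and 100% = double that signal; a rise in the Bmi1 reporter signal indicates esBAF inhibition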
# LGR2 antag = inhibitors of bursicon-induced Drosophila LGR2 receptor cAMP signaling; HEK293 LGR2, CRE-luciferase, bursicon-stimulated, 4 h; inhibition, % at 9.99 µM; 0.35% of 380,000 active; AID 720647;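 active = drop in luminescence signal, shown as inhibition above about 50% in the replicate tests, limit read from the data, passing the limit was not always enough; inconclusive = probably only some replicates passing the limit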;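 also: agonist challenge used bursicon conditioned medium at about half maximal strength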
# C2C12 statin = suppression of simvastatin myotoxicity; C2C12 myotubes + simvastatin, ATP luminescence, 48 h; scaled: DMSO 0, geranylgeraniol control 100; rescue of ATP level, % at 7.49 µM; 0.78% of 330,000 active;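 active = mean ATP rescue above about 67%, or every replicate alone reaching that limit, limit read from the data, passing the limit was not always enough; inconclusive = no clear call, values can overlap the other calls; inactive = mean under the limit and some replicate under it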;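 also: myotubes were challenged with 10 µM simvastatin during compound exposure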
# S100A4 MyoIIA = blocks human S100A4 binding to myosin IIA peptide. S100A4/TAMRA-MyoIIA peptide fluorescence polarization. AID 652163. 0.14% of 360,000 active. P26447. inhibition, % at 10.7 µM;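 active = mean inhibition of at least 70% across replicates, with every replicate also reaching that level; inconclusive = mean inhibition reaches 70% but some replicates fall short; inactive = mean inhibition below 70%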
# Target sequence (P26447 whole entry, looked up): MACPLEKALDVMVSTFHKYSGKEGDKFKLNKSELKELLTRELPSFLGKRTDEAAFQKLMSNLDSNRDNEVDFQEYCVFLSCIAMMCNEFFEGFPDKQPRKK
#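 Material: human S100A4 monomer with TAMRA-labelled myosin IIA peptide; buffer or medium: HEPES pH 7.2 with CaCl2, KCl, NaCl, DTT, Triton; compound dosing: one concentration per compound; schedule: 5 min incubation before reading; benchmarks: neutral control DMSO, positive control TFP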
# SIRT5 inh = inhibitors of human sirtuin-5 desuccinylase; inhibition, % at 15 µM; 1.1% of 330,000 active; Q9NXA8; Purified SirT5, succinyl-peptide AMC, trypsin-coupled fluorescence; in the data active = inhibition above about 15%; inconclusive = no clear call, values can overlap the other calls
# Target sequence (Q9NXA8 whole entry, looked up): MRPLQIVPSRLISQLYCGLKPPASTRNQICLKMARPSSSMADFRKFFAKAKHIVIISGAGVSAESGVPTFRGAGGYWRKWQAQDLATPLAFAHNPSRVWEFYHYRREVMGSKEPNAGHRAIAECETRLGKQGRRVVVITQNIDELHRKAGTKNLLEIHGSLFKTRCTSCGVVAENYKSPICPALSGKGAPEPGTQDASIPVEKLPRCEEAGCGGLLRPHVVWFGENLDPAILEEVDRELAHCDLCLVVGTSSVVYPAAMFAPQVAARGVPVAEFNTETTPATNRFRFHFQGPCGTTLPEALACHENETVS
# FN deposit inh = fibronectin deposition inhibition. AH1F fibroblasts, Alexa488-fibronectin deposition fluorescence, overnight. inhibition, % at 12.6 µM. 0.086% of 350,000 active. AID 743247;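 active = mean inhibition across replicates of 30% or more, regardless of how many single replicates reach that level; inconclusive = mean under 30% yet at least half of replicates reach 30%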;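 also: positive control wells lacked labelled fibronectin entirely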
#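 material = AH1F fibroblast monolayer depositing Alexa488-labelled fibronectin into matrix | amount = 10000 AH1F cells/well | buffer or medium = DMEM plus 2% serum, read in PBS | incubation = 1 h cell adhesion before compound, then overnight fibronectin incubation | detection = fluorescence at 485 nm excitation, 525 nm emission | evaluation = percent inhibition as loss of matrix-bound fibronectin fluorescence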
# * marks the source's active call; other numbers are inactive results; ? = inconclusive; . = no result given; & = joins results of further samples. These rows are one share of the data, so the mix of outcomes need not match the whole.
SMILES	CASP6 VEID inh	esBAF inh	LGR2 antag	C2C12 statin	S100A4 MyoIIA	SIRT5 inh	FN deposit inh
O=C(O)/C(=C/c1ccco1)NC(=O)c1ccc(Br)o1	31	2	-3	-1	1	-4	20
COc1ccc(CCNC(=O)C(C(=O)c2ccc(F)cc2)n2ccccc2=O)cc1OC (configuration not stated)	-2	.	4	.	1	-3	5
COc1ccccc1N1CCN(C(CNS(=O)(=O)c2cccs2)c2cccnc2)CC1 (configuration not stated)	-1	-1	-1	0	0	1	-2
CCOC(=O)Cc1c(Sc2ccccc2)c2cc(C)ccc2n1C	-3	.	.	.	-1	2	13
CCN(C[C@@H]1[C@@H](c2ccccc2)[C@H](CO)N1CC1CC1)C(C)=O	0	2	-1	-10	2	3	.
Cc1ccc2c(c1)C(c1ccc([N+](=O)[O-])cc1)=NNC(c1ccc(Br)cc1)=N2	.	-4	-15	-17	.	.	-1
CCOc1ccc(/C=N/n2nnnc2N)cc1OCC	1	6	.	-1	8	-3	9
Cc1[nH]n(C(C)(C)C)c(=O)c1Sc1ccccc1	.	-10	.	3	.	.	-5
CCCc1nnc(NC(=O)CCC(=O)NCc2ccc(Cl)cc2Cl)s1	1	1	2	8	-1	5	12
O=C(Cc1ccccc1)NCCC1=CCCCC1	3	14	6	2	0	1	-22
COc1ccc(C(=O)C2CCCN(C(=O)c3noc4c3CCCC4)C2)cc1F (configuration not stated)	0	6	4	2	1	-2	.
CC(C)NC(=O)N(C)C[C@@H]1Oc2ccc(NS(=O)(=O)c3ccc(Cl)cc3)cc2CC(=O)N([C@H](C)CO)C[C@H]1C	-1	2	16	18	-17	0	.
Cc1ccc(S(=O)(=O)n2c(N)nc3ccccc32)cc1	-2	3	.	0	1	2	-1
COc1ccc(NC(=O)c2cccc(Cn3cc(Br)cn3)c2)cn1	.	8	12	-4	.	.	0
CCCCCn1c(CN2CCN(C(=O)OCC)CC2)nc2c1c(=O)n(C)c(=O)n2C	-3	-5	-9	17	-4	-10	.

# Further entries:
SMILES	CASP6 VEID inh	esBAF inh	LGR2 antag	C2C12 statin	S100A4 MyoIIA	SIRT5 inh	FN deposit inh
C/C=C/c1ccc([C@H]2[C@@H](CO)N(C(=O)C3CC3)C23CN(S(=O)(=O)CC)C3)cc1	1	.	-1	.	0	0	-9
COc1ccc(NC(=O)C/C(C)=N/NC(=O)C(=O)NC(C)C)c(OC)c1	-5	.	11	.	0	12	5
Cc1ccc2[nH]c(C(=O)N/N=C/c3ccccc3C(=O)O)c(-c3ccccc3)c2c1	9	0	-2	-24	-4	4	-4
COc1cccc(C(=O)Nc2ccc3c(c2)C(=O)N(C)[C@@H]2CC[C@H](CC(=O)NCc4ccc(F)cc4)O[C@H]2CO3)c1	.	2	25	-3	.	.	-4
CCOC(=O)c1[nH]c(C)c(C(=O)OCC(=O)N(C)C2CCS(=O)(=O)C2)c1C (configuration not stated)	-4	.	19	.	1	.	.
Cc1ccc(S(=O)(=O)N(C)c2ccc(OCC(=O)Nc3nnc(C4CC4)s3)cc2)cc1	0	-6	9	10	-2	3	.
C[C@@H]1CCCCO[C@H](CN(C)CC2CCCCC2)[C@H](C)CN([C@H](C)CO)C(=O)c2cc(NS(=O)(=O)c3cccs3)ccc2O1	2	2	-12	.	-3	4	.
CCCCC(=O)Nc1sc2c(c1C(N)=O)CCC2	.	26	.	-1	.	.	0
CCC(=O)Oc1ccc2c(c1)O/C(=C\c1ccco1)C2=O	59*	.	0	.	-8	-5	4
CN(CC(=O)Nc1ccc(Cl)c(Cl)c1)C(=O)C1CCCC1	2	-1	1	-8	-4	0	-11
CC(C)OCCCNC(=O)c1cc2c(=O)n(C)c3ccccc3c2n1C	0	-1	-1	-12	2	-4	0
COc1ccc2[nH]cc(CCNC(=O)C3CC(=O)N(c4ccc(Cl)cc4)C3)c2c1 (configuration not stated)	3	-5	0	4	-2	0	9
O=C(N[C@@H](Cc1ccccc1)c1nc2ccccc2[nH]1)c1cc([N+](=O)[O-])ccc1Cl	1	.	1	.	-8	-2	-10
CCCC(=O)N1CCN(c2ccc(NC(=O)c3cccs3)cc2)CC1	5	15	-5	9	-1	3	3
CC(NC(=O)CN1C(=O)NC2(CCc3ccccc32)C1=O)c1ccccc1 (configuration not stated)	-1	4	2	-2	-1	-17	1

# (listing goes on)
SMILES	CASP6 VEID inh	esBAF inh	LGR2 antag	C2C12 statin	S100A4 MyoIIA	SIRT5 inh	FN deposit inh
O=C(N[C@@H](Cc1cccnc1)C(=O)N1CCC[C@H]1C(=O)NC1CCCC1)C1CCCC1	-3	.	16	.	-2	0	-2
Nc1ccccc1SC(CC(=O)c1ccccc1)c1cccc([N+](=O)[O-])c1 (configuration not stated)	-1	?	-84	10	-2	-1	.
CC(CNC(=O)[C@@H](Cc1ccccc1)NC(=O)[C@H]1O[C@@H](n2ccc(=O)[nH]c2=O)[C@H](O)[C@@H]1O)c1ccccc1 (some centres not stated)	-1	.	3	.	-1	1	1
O=C1CCCN2N=C(SCC(=O)Nc3ccc(F)cc3F)SC2=N1	9	9	12	9	0	0	-2
COc1ccccc1CN1C(=O)CN(C2CCCCCC2)C(=O)C1c1ccc(F)cc1 (configuration not stated)	.	-10	7	-5	.	.	5
O=S(=O)(c1ccccc1)c1nc(-c2ccccc2)oc1N1CCOCC1	0	.	6	.	5	-1	-2
S=C(NCc1ccccc1)N1CCN(Cc2ccc3c(c2)OCO3)CC1	-3	-1	.	10	-1	-6	11
Cc1ccc(S(=O)(=O)N2[C@@H]3CNC[C@H]2C3c2ccc(-c3cccnc3)cc2)cc1 (some centres not stated)	-4&-2	.	-3&10	.	0&3	-3&2	-6&3
NC(=O)c1cccnc1Oc1ccccc1	-1	-4	-3	-2	1	-2	7
CCC(=O)Nc1ccc2c(c1)C(=O)N(C)C[C@H](OC)[C@@H](C)CN(C(=O)CC)[C@H](C)CO2	.	0	-7	-9	.	.	3
CC(NC(=O)c1cccs1)C1CCCO1 (configuration not stated)	-2	4	5	-9	-4	-1	2
CSc1ccc(C2Nc3cccc4cccc(c34)N2)cc1	2	-9	-20	14	-8	4	-3
CC(C)C(=O)Nc1nnc(CCc2ccccc2)s1	-2	17	-10	-2	2	1	.
Cc1ccc(S(=O)(=O)N/N=C/c2cccc3nccnc23)cc1	-2	2	-17	6	-3	9	5
COc1ccc(NC(=O)Nc2ccc3c(c2)[C@H]2C[C@H](CC(=O)NC4CCCCC4)O[C@@H](CO)[C@H]2O3)cc1	5	0	15	0	8	-4	-12

# Continuation.
SMILES	CASP6 VEID inh	esBAF inh	LGR2 antag	C2C12 statin	S100A4 MyoIIA	SIRT5 inh	FN deposit inh
CC(OC(=O)c1ccc2c(c1)OCCO2)C(=O)NC1CCCCC1C (configuration not stated)	-1	.	7	.	-2	-5	-1
CC12CCC(C(=O)Nc3ccccc3Br)(C/C1=N\O)C2(C)C (configuration not stated)	.	-7	.	4	4	.	-9&7
C[C@H](CO)N1C[C@H](C)[C@H](CN(C)C(=O)Nc2ccc(F)cc2)OCCCC[C@H](C)Oc2ccc(NC(=O)Nc3ccc4c(c3)OCO4)cc2C1=O	4	36	49	14	0	9	.
COCC(=O)N1CC2(C1)CN(C(=O)Nc1ccccc1F)[C@@H](CO)c1[nH]c3cc(OC)ccc3c12	-2	.	-19	.	0	7	-2
Cc1noc(C)c1NC(=O)Nc1ccc2c(c1)C(=O)N([C@H](C)CO)C[C@H](C)[C@@H](CN(C)C(=O)C1CCCCC1)OCCCC[C@H](C)O2	3	0	12	.	2	0	.
C[C@@H]1CN([C@@H](C)CO)S(=O)(=O)c2ccc(C3=CCCCC3)cc2O[C@@H]1CN(C)Cc1ccccc1F	2	-5	18	-31	7	15	.
CCOC(=O)N1CCC(N(CCN(C)C)C(=S)Nc2cc(Cl)ccc2C)CC1	-17	2	-16	6	2	-1	7
Cc1ccccc1S(=O)(=O)Nc1ccc2c(c1)C(=O)N(C)[C@@H]1CC[C@H](CC(=O)O)O[C@H]1CO2	.	-3	0	13	.	.	3
COc1cccc(C#Cc2ccc([C@@H]3[C@H]4CN(C(=O)C5CC5)CC(=O)N4[C@H]3CO)cc2)c1	0	.	20	.	7	-7	.
O=C(NCC[C@@H]1CC[C@@H](NC(=O)C2CCCCC2)[C@H](CO)O1)c1cnccn1	1	0	-22	-4	12	1	-13
O=C(C[C@H]1CC[C@@H](NS(=O)(=O)c2ccccc2)[C@H](CO)O1)NCc1ccc(Cl)c(Cl)c1	4	17	-1	2	-6	1	-5
O=C(NC1CCCCCC1)c1ccc(Br)o1	-1	16	-8	4	0	-4	-9
C[C@H]1CN([C@@H](C)CO)S(=O)(=O)c2ccc(/C=C/c3ccccc3)cc2O[C@H]1CN(C)C(=O)Nc1cc(F)ccc1F	-2	0	6	-34	-12	22*	7
S=c1[nH]nc(-c2ccccc2)n1C1C=CCCC1 (configuration not stated)	.	3	.	-6	.	.	4
COc1cccc(/C=C(\C#N)C(=O)NC2CCS(=O)(=O)C2)c1 (configuration not stated)	3	.	3	.	-2	-4	5

# Some of these compounds in order of count of non-hydrogen atoms, smallest number first.
SMILES	CASP6 VEID inh	esBAF inh	LGR2 antag	C2C12 statin	S100A4 MyoIIA	SIRT5 inh	FN deposit inh
S=c1[nH]nc(-c2ccccc2)n1C1C=CCCC1 (configuration not stated)	.	3	.	-6	.	.	4
O=C(C[C@H]1CC[C@@H](NS(=O)(=O)c2ccccc2)[C@H](CO)O1)NCc1ccc(Cl)c(Cl)c1	4	17	-1	2	-6	1	-5
Cc1ccccc1S(=O)(=O)Nc1ccc2c(c1)C(=O)N(C)[C@@H]1CC[C@H](CC(=O)O)O[C@H]1CO2	.	-3	0	13	.	.	3
COCC(=O)N1CC2(C1)CN(C(=O)Nc1ccccc1F)[C@@H](CO)c1[nH]c3cc(OC)ccc3c12	-2	.	-19	.	0	7	-2

# Remaining list, next part
SMILES	CASP6 VEID inh	esBAF inh	LGR2 antag	C2C12 statin	S100A4 MyoIIA	SIRT5 inh	FN deposit inh
O=C1c2ccccc2C(Nc2ccc(S(=O)(=O)N3CCOCC3)cc2)N1Cc1ccco1 (configuration not stated)	1	-10	-3	1	4	-3	1
Cc1nn(-c2ccccc2)nc1CNC(=O)c1ncoc1-c1ccccc1	0	.	-16	.	7	-5	-4
COc1cccc(NC(=O)N2CC(=O)N3[C@@H](CO)[C@H](c4ccc(C5=CCCC5)cc4)[C@@H]3C2)c1	2	.	11	.	-2	1	-20
Cc1ccc(NC(=O)CSc2sc3c(O)cc(=O)[nH]c3c2C#N)cc1C	2	-8	12	-9	9	2	-3
O=C(Nc1ccc2c(c1)OCCO2)C(=O)NC1CC1	0	4	-2	0	-2	-1	4
COc1ccc(C2CC(=O)C(C3NCCc4ccccc43)=C(O)C2n2cncn2)cc1 (configuration not stated)	4	.	29	.	2	-5	-4
COc1ccc(C(=O)C2CCCN(C(=O)c3ccnn3C)C2)cc1OC (configuration not stated)	1	0	3	6	1	-2	11
CN1CCN(C(=O)c2cc3c(c(-c4cccc(C#CC(C)(C)O)c4)n2)[C@@H](CCO)N(S(=O)C(C)(C)C)C3)CC1 (some centres not stated)	7	-8	2	1	-15	1	6
Clc1ccc2c(N/N=C/c3cccnc3)ccnc2c1	0	11	-23	13	4	.	-3
Cc1nc2ccc(NC(=O)COc3ccccc3)cc2s1	-1	.	-27	.	-4	1	3
O=C(C[C@H]1CC[C@H](NC(=O)NC2CCCCC2)[C@H](CO)O1)NCc1ccc(Cl)cc1	-2	-7	-14	1	-20	-1	-7
CCOC(=O)N1CCN(C(=O)CN2C(=O)COc3ccc(C(C)(C)C)cc32)CC1	3	-5	-14	6	0	0	.
COc1ccc(C(=O)N/C(=C\c2cn(S(=O)(=O)N(C)C)c3ccccc23)C(=O)N2CCCC2)cc1	1	-8	8	8	-1	0	-10

# Source: PubChem (Broad Institute)
